Compound activity: PubChem, several laboratories
Runt-CBFb FRET: inhibitors of RUNX1 Runt–CBFb binding, primary screen, biochemical, FRET, Cerulean-Runt, Venus-CBFb, uHTS; inhibition, % at 20 µM; 220,000 compounds, 0.46% hits; Cerulean-Runt/Venus-CBFb FRET ratio 530/480, 1 h; Runt-related transcription factor 1 (Homo sapiens) + Core-binding factor subunit beta …;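 active = inhibition over about 50% at 20 µM in the single-dose screen, limit read from the data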;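 note: 0% = DMSO wells and 100% = excess unlabeled CBFb competitor control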
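Assay system: Cerulean-Runt domain fusion protein, energy donor; Signal: fluorescence energy transfer, 422 nm excitation, 530/480 nm emission; Timing: 1 h compound exposure, room temperature; Control set: unlabeled CBFb; Medium: Tris buffer pH 7.5 with salts and BSA; Compound: single test concentration of 20 µM, 1% DMSO final; Probe or stimulus: Venus-CBFb 100 nM.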
p97 inhibitor: inhibitors of human p97 ATPase, primary screen, biochemical. recombinant p97 ATPase, Kinase-Glo ATP luminescence, 3 h. inhibition, % at 8 µM. 220,000 compounds, 0.42% hits; in the data active = inhibition above about 15%;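 note: 0% = DMSO vehicle and 100% = wells lacking enzyme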
EBV gp42 inh: Epstein-Barr virus gp42 inhibitors, primary screen, biochemical, uHTS, fluorescence polarization. Glycoprotein 42 (Epstein-Barr virus (strain AG876)), Q1HVG2. Fluorescence polarization binding assay, mP read-out. inhibition, % (tested at 21.74 µM). 220,000 compounds, 0.42% hits; in the data active = inhibition above about 50%
Target sequence (Q1HVG2 whole entry, looked up): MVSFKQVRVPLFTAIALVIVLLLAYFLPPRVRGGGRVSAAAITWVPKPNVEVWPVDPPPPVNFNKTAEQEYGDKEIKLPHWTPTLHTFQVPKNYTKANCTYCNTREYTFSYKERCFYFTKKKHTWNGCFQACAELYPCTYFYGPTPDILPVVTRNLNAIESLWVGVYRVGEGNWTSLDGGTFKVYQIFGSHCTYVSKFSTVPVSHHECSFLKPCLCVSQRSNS
Runt-SMMHC FRET: inhibitors of RUNX1 Runt–CBFb-SMMHC binding, primary screen, biochemical, FRET, Cerulean-Runt, Venus-CBFb-SMMHC, uHTS; Runt-related transcription factor 1 (Homo sapiens) + Core-binding factor subunit beta …; Cerulean-Runt/Venus-CBFb-SMMHC FRET ratio 530/480, 1 h; inhibition, % at 20 µM; 220,000 compounds, 0.74% hits;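 active = mean inhibition across duplicate retests at 20 µM reaching about 50%, limit read from the data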;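 note: 0% = DMSO wells and 100% = wells with excess untagged CBFb-SMMHC; inhibitors lower the FRET ratio by blocking Runt binding to CBFb-SMMHC; some results filed as inactive read as strong as hits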
RBBP9 inhibitor: human RBBP9 inhibitors, primary screen, biochemical, fluorescence polarization, FP-Rh probe, HTS; Serine hydrolase RBBP9 (Homo sapiens), O75884; recombinant RBBP9; inhibition, % at 7.94 µM; 220,000 compounds, 0.2% hits; AID 1515, 2009;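 active = inhibition above the campaign mean of all tested compounds plus 3 SD, cut at about 14% in these data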;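 note: plate controls were DMSO wells with RBBP9 for no effect and wells lacking RBBP9 protein for full effect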
Target sequence (O75884 whole entry, looked up): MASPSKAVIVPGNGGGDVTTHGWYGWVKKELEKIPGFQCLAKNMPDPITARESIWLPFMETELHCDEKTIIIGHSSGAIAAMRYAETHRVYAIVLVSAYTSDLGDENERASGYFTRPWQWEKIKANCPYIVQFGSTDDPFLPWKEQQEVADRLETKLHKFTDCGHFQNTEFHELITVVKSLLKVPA
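Test system: recombinant human RBBP9; Timing: 30 min then 45 min, 25 °C; Detection: fluorescence polarization; Control set: RBBP9 with DMSO as uninhibited control, no-protein wells as full inhibition; Compound dosing: one concentration, 7.94 µM nominal, 0.794% DMSO; Probe or stimulus: FP-Rh activity-based probe, 375 nM before mixing.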
Furin inhibitor: human furin inhibitors, primary screen, biochemical, fluorescence intensity | 220,000 compounds, 0.061% hits | inhibition, % at 30 µM | purified furin, fluorogenic substrate cleavage | P09958; in the data active = inhibition above about 25%; note: inactives centre near -15
Target sequence (P09958 108-714 limits assumed): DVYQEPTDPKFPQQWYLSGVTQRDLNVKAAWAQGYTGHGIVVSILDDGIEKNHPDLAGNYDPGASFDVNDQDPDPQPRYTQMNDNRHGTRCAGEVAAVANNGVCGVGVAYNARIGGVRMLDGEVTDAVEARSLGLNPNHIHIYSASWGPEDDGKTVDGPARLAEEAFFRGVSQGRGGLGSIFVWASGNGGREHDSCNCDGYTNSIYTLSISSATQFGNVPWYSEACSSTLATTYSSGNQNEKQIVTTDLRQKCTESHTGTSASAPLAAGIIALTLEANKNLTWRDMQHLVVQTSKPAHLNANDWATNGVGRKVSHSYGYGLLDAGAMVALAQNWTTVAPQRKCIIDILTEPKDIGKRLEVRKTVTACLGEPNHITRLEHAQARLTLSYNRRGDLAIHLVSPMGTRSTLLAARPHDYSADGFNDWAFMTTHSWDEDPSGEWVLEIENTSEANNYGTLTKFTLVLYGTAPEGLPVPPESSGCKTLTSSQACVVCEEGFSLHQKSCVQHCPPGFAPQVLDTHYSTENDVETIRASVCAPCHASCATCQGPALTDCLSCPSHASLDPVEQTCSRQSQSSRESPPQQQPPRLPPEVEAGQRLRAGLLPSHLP
TbHK1 inh: Trypanosoma brucei hexokinase 1 inhibitors, primary screen, biochemical, G6PDH-coupled NADH absorbance, MLSCN library | recombinant TbHK1, G6PDH-coupled NADH A340 | inhibition, % at 10 µM | 220,000 compounds, 0.11% hits | AID 1430, 2008;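 active = inhibition of 50% or more in the single-dose primary screen; inactive = inhibition below 50%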
p47phox inh: p47phox/p22phox peptide binding inhibitors, primary screen, biochemical, uHTS, NADPH oxidase regulatory subunit; Neutrophil cytosol factor 1 (Homo sapiens), P14598; fluorescence polarization, 2 h; inhibition, % at 24.7 µM; 220,000 compounds, 0.53% hits;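 active = inhibition above about 30%, limit read from the data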;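 note: 0% = p47phox with labelled peptide and 100% = labelled peptide alone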
m-calpain inh: inhibitors of pig calpain II, primary screen, biochemical, fluorogenic peptide substrate, 1536-well; AID 1236, 2008; purified calpain II, 30 min; inhibition, % at 16 µM; 220,000 compounds, 0.37% hits;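 active = inhibition above about 50%, limit read from the data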
Active calls of the source: *; x = no result given; [ ] = another dose, or the depositor's remark.

smiles,Runt-CBFb FRET,p97 inhibitor,EBV gp42 inh,Runt-SMMHC FRET,RBBP9 inhibitor,Furin inhibitor,TbHK1 inh,p47phox inh,m-calpain inh
CCCOC(=O)CCCCCCCCC(O)CN1CCCCC1 (stereo not drawn),1.1,-2.7,-5.7,1.5,4.2,-27.6,11.8,1.2,26.7
COCCNC(=O)c1cc(-c2cccnc2)nc2ccc(Br)cc12,3.3,4.2,-13.1,-1.0,-3.9,-10.6[20 µM],-14.0,-1.1,-101.4
CC(C)c1nnc(NC(=O)CCC(=O)NC2CCCCCCC2)s1,-0.2,-0.2,-12.0,0.5,-8.9,-13.0[20 µM],-2.2,-11.9,-15.4
COc1cccc(-c2noc(-c3ccoc3C)n2)c1,-1.8,2.3,-10.9,3.6,1.3,-17.3,-9.6,-9.5,16.7
COC(=O)/C=C1\N/C(=N\c2nc(C)cc(C)n2)N(c2ccc(C)c(C)c2)C1=O,-1.8,-0.1,-20.3,7.6,-4.7,-13.6,-20.7,-2.2,10.9
CCCCOC(=O)N/N=C/C=C/c1ccccc1,-0.2,-4.4,-2.1,1.9,-5.1,-11.3,-0.1,-24.6,24.6
S=c1[nH]nc(-c2ccncc2)n1/N=C/c1cn(-c2ccccc2)nc1-c1ccc(Cl)cc1,3.8,-3.4,-6.8,-2.6,3.3,-21.9,-33.1,-7.0,11.5
CCOc1ccc2nc(SCC(=O)NCc3ccc4c(c3)OCO4)[nH]c2c1,2.0,-2.8,-0.9,4.4,-9.5,-14.6[20 µM],2.0,-9.3,-10.4
CN(c1ccccc1)c1nc(N)c([N+](=O)[O-])c(N2CCCCC2)n1,-2.4,5.1,4.5,-1.1,-2.6,-4.0,-31.3,-18.4,2.4
Cc1ccc(SCCC(=O)N2CCCC2)cc1,-1.1,1.1,7.2,-1.2,-5.2,-17.5[20 µM],-5.0,-7.8,11.6
COc1ccc(S(=O)(=O)n2nc(OC(=O)c3ccc(C)cc3)cc2N)cc1,-3.0,-1.8,-18.4,-0.3,3.7,-20.1,1.3,-3.1,8.7
N#C/C(C(=O)N1CCOCC1)=C1/SC(Cc2ccccc2Cl)C(=O)N1c1ccccc1 (stereo not drawn),-2.5,3.5,-9.2,-16.9,-9.1,-16.6,-7.5,-14.0,20.6
Nn1c(SCC(=O)NCCC2=CCCCC2)nnc1C1CCCCC1,-0.7,3.3,-11.5,0.9,-6.3,-20.2,-1.0,-30.6,-19.6
O=C(O)c1cccc(CN2C(=O)SC(Nc3cccc4ccccc34)C2=O)c1 (stereo not drawn),12.1,17.1*,5.2,8.3,-3.6,-3.5,17.1,-7.1,-70.0
COc1ccc(Cl)cc1N1CC(c2nc3ccccc3[nH]2)CC1=O (stereo not drawn),x,0.1,6.8,-5.1,1.1,-1.9,8.1,0.8,-4.2
C=CCn1c(=N)n(CC(O)COc2ccc(OC)cc2)c2ccccc21 (stereo not drawn),1.3,0.2,1.4,-3.9,1.2,-6.9,7.2,1.5,7.4
Nc1nc(N)nc(COc2ccccc2)n1,-0.6,2.8,-7.5,1.4,3.0,-9.1,-3.9,-0.8,-3.6
CN(C(=O)c1ccccc1)c1nc2ccccc2s1,0.1,-2.1,-5.6,3.1,-11.2,-19.1,-3.4,-0.4,1.5
COc1ccccc1-c1nnc(NC(=O)c2cccc(N3C(=O)CCC3=O)c2)o1,3.5,-3.9,-8.8,4.5,-11.0,7.0,-11.6,-5.0,19.8
O=C(O)CC(NNC(=O)c1ccccc1)C(=O)Nc1cccc([N+](=O)[O-])c1 (stereo not drawn),4.3,4.6,-16.4,-0.9,-1.6,-12.2,9.4,-10.3,-15.0

Look-ups from the list:
Result of `COc1ccccc1-c1nnc(NC(=O)c2cccc(N3C(=O)CCC3=O)c2)o1` under TbHK1 inh: -11.6
Result of `COc1cccc(-c2noc(-c3ccoc3C)n2)c1` under Runt-SMMHC FRET: 3.6
Result of `S=c1[nH]nc(-c2ccncc2)n1/N=C/c1cn(-c2ccccc2)nc1-c1ccc(Cl)cc1` under Runt-CBFb FRET: 3.8

(list continues)
smiles,Runt-CBFb FRET,p97 inhibitor,EBV gp42 inh,Runt-SMMHC FRET,RBBP9 inhibitor,Furin inhibitor,TbHK1 inh,p47phox inh,m-calpain inh
Cc1nc2c(-c3ccccc3)c(C)[nH]n2c(=O)c1Cl,-1.6,-3.6,-2.6,0.1,-6.1,-17.2[20 µM],-15.0,-16.0,-316.9
CC(/C=C/c1ccco1)=N\NC(=O)c1cc(C)[nH]n1,5.1,4.0,3.1,-3.0,1.0,-13.4[20 µM],-38.1,-22.4,-136.2
Cc1ccc(C(C)C)cc1OCCN1CCCC1,-0.5,5.6,-3.9,4.9,-3.2,-31.9,3.5,-4.4,-3.9
CC(C(=O)N1CCCC1)c1ccc([N+](=O)[O-])cc1 (stereo not drawn),1.4,1.6,-10.3,0.0,12.2,-16.4,-0.4,-6.9,14.7
Cc1cc(C(=O)N/N=C2\CCCc3ccccc32)c(C)o1,-3.2,1.3,-1.6,3.6,-4.4,3.9,1.4,-9.4,3.0
CCCc1nnc(NC(=O)CCC(=O)N2CCN(S(=O)(=O)c3ccc(C)cc3)CC2)s1,-0.4,-6.0,5.0,-1.2,-11.2,-12.2,-1.4,-0.6,23.4
O=S(=O)(c1ccccc1)c1nc(NC2CC2)sc1Cl,1.4,-1.4,-10.2,-2.0,-4.6,-10.3,-0.2,-12.3,-10.6
COc1ccccc1N1CCN(C/C(O)=C(\C#N)c2nc(-c3ccccc3)cs2)CC1,6.6,-3.1,-0.3,-1.4,-9.6,-29.5[20 µM],-29.0,-19.5,-121.0
CCN(CC(=O)NCCc1ccccc1)S(=O)(=O)c1ccccc1,0.1,4.3,-9.5,-2.0,1.3,-11.2,-11.6,-6.2,13.4
Cc1nnn(C23CC4CC(CC(C4)C2)C3)n1,-0.8,5.7,-20.5,-1.0,-2.9,-5.5[20 µM],2.9,9.7,22.8
C[C@@H]1C[C@@H]2O[C@H]2/C=C\C=C\C(=O)Cc2c(Cl)c(O)cc(O)c2C(=O)O1,3.7,5.5,-9.9,0.5,-8.8,-25.5,-1.8,-7.0,7.3
O=C(NCc1cccc(F)c1)C1CCN(S(=O)(=O)Cc2ccccc2)CC1,-1.8,2.7,-1.4,0.9,-2.2,-25.6,2.1,-12.8,21.4
O=C(CSc1nnc2ccc(-c3ccccc3)nn12)NCC1CCCO1 (stereo not drawn),-0.4,0.6,-0.2,0.5,-1.0,-26.7,5.6,-8.8,-145.3
Cc1cccc(C2c3[nH]c4ccccc4c3CCN2C(=O)c2cc3c([nH]c2=O)CCCC3)n1 (stereo not drawn),-1.2,0.4,2.2,0.6,-8.5,-6.0,-7.1,-4.0,-41.7
CCOC(=O)CNc1nc(Cl)c(C#N)s1,1.4,11.3,-19.9,2.5,-0.6,-20.4,-1.6,-6.3,6.7
Cc1cccc(C)c1NC(=O)c1c(-c2ccccc2)noc1C,-0.8,4.4,-16.9,-4.2,-1.0,-31.1,-2.4,-11.2,-5.1
COc1ccccc1NS(=O)(=O)c1cc(NC(=O)/C=C/c2cccs2)ccc1N1CCOCC1,1.4,4.5,-8.3,0.5,-43.1,0.7,-7.8,-37.3,-16.6
Cc1sc2ncnc(NCC(c3ccco3)N3CCCC3)c2c1C (stereo not drawn),-0.2,3.6,0.6,2.2,-3.6,-17.5[20 µM],0.0,-7.0,-18.2
O=C1CCCC(=O)C1Sc1ccc(Cl)cc1,-1.1,1.5,-10.4,-0.1,-7.3,-29.3,-4.6,-5.3,-9.5
O=[N+]([O-])c1ccc(CSc2nc3ccccc3o2)cc1,-0.9,0.1,-2.4,-0.3,-5.6,-25.0[20 µM],1.0,-15.8,2.4
Cc1ccc(Cl)cc1NC(=O)N(C)CCO,-0.7,4.5,-7.5,1.3,-8.8,-28.9,-11.4,-1.0,-14.2
O=C(CCCCCN1C(=O)CCC1=O)Nc1ccc(Cl)c(C(F)(F)F)c1,0.1,-0.2,-3.1,-0.4,0.2,-17.0[20 µM],-6.5,5.4,-4.2
O=C(O)C1CSC(c2ccncc2)N1 (stereo not drawn),-3.5,4.0,-9.5,-30.1,-2.8,-9.3[20 µM],-1.0,-7.1,-9.1
COC(=O)[C@@H]1[C@@H](C)OC(=O)N[C@H]1c1ccccc1,1.2,-2.8,-1.2,-1.3,-6.2,-11.1,4.9,5.6,27.7
CCOC(=O)/C(=C\c1ccc(C)cc1)NC(=O)c1ccccc1,0.3,-3.0,-10.5,-0.3,-5.5,-12.7,-5.3,-2.3,-15.5
C/C(=N\NC(=S)NC1CCCCC1)c1ccc(C)o1,2.1,-11.5,-3.0,2.8,-15.0,8.9,-14.6,-3.6,24.2
COCCN(CCOC)S(=O)(=O)c1ccc(C(=O)Nc2ccc([N+](=O)[O-])cc2OC)cc1,7.9,-3.6,-1.2,-0.8,0.6,-6.4,-3.0,6.9,16.2
CC(C)C(=O)Nc1ncc2c(n1)CC(c1cccs1)CC2=O (stereo not drawn),-1.9,2.3,-13.9,1.4,-2.5,-27.6[20 µM],10.8,-6.0,-6.6
CCOC(=O)C(CC)Sc1ccc2nnc(CCNS(=O)(=O)c3ccccc3)n2n1 (stereo not drawn),-0.5,2.0,-8.0,1.7,7.8,-29.3,-10.1,x,12.3
CCc1c(C)sc(NC(=S)Nc2cccnc2)c1C(=O)OC,13.1,3.3,-0.2,-0.3,-5.3,-24.4,-21.3,-8.8,7.3
C=CCn1c(=S)[nH]c2nc3c(cc2c1=O)COC(C)(C)C3,-0.9,1.6,-23.2,7.4,-9.4,-15.7[20 µM],-5.0,-6.3,5.0
C=CCN(c1ccccc1C(=O)NCC(=O)O)S(=O)(=O)c1ccc(C)cc1,3.1,4.9,-16.3,-3.4,-2.1,-17.8,-11.4,13.6,-16.8
COc1ccc2[nH]c3nc(SCC(=O)Nc4ccc5c(c4)OCO5)nnc3c2c1,-4.6,3.9,-21.1,-10.2,-3.0,-10.4[20 µM],-14.8,7.0,-65.0
CCc1nc2oc3ccccc3c(=O)c2c(=O)n1Cc1ccccc1,-1.2,-1.8,0.2,2.4,-5.7,-11.8,-3.6,-6.7,21.3
Cc1cc(OCC(=O)NCc2cccnc2)ccc1[N+](=O)[O-],2.3,7.0,-3.7,-3.9,-4.4,-27.8,-6.7,3.1,10.0

Some of the entries above, set out differently:
Cc1cc(OCC(=O)NCc2cccnc2)ccc1[N+](=O)[O-]
  Runt-CBFb FRET: 2.3; p97 inhibitor: 7.0; EBV gp42 inh: -3.7; Runt-SMMHC FRET: -3.9; RBBP9 inhibitor: -4.4; Furin inhibitor: -27.8; TbHK1 inh: -6.7; p47phox inh: 3.1; m-calpain inh: 10.0
O=C(CCCCCN1C(=O)CCC1=O)Nc1ccc(Cl)c(C(F)(F)F)c1
  Runt-CBFb FRET: 0.1; p97 inhibitor: -0.2; EBV gp42 inh: -3.1; Runt-SMMHC FRET: -0.4; RBBP9 inhibitor: 0.2; Furin inhibitor: -17.0[20 µM]; TbHK1 inh: -6.5; p47phox inh: 5.4; m-calpain inh: -4.2
